Screens (PubChem)
PfHsp40 yeast = compounds rescuing yeast from Plasmodium falciparum HSP40 toxicity; S. cerevisiae expressing PfHsp40, growth rescue, ATP luminescence; growth rescue, % at 12.5 µM; hit rate 0.68% among 340,000; AID 504582; in the data active = growth rescue above about 28%, passing the limit was not always enough; inconclusive = no clear call, values can overlap the other calls;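 note: yeast W303a lacking pdr1 and pdr3 grown in galactose medium; growth measured after three days at 30 °C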
UGM FP inh = inhibitors of M. tuberculosis UDP-galactopyranose mutase. P9WIQ1. purified UGM, fluorescence polarization probe displacement. inhibition, % at 10 µM. hit rate 0.06% among 320,000. AID 504406; in the data active = inhibition above about 10%, passing the limit was not always enough; inconclusive = no clear call, values can overlap the other calls
BoNT-F LC inh = BoNT F light chain protease inhibition. Multiplex microsphere protease cleavage assay, flow cytometry. inhibition, % at 10 µM. hit rate 0.22% among 360,000; in the data active = inhibition above about 35%, passing the limit was not always enough; inconclusive = no clear call, values can overlap the other calls; note: plate controls were buffer without enzyme for full effect and enzyme alone for no effect
FadD28 binding = inhibitors of Mycobacterium tuberculosis FadD28 bisubstrate binding. inhibition, % at 12.5 µM. FadD28 bisubstrate probe binding, fluorescence polarization. hit rate 0.22% among 360,000; in the data active = inhibition above about 8.5%, passing the limit was not always enough; inconclusive = no clear call, values can overlap the other calls
GDH-TPI inh = inhibits GDH-TPI coupling enzymes, artifact for Mtb FBA screen; hit rate 1.2% among 360,000; AID 588335; inhibition, % at 4.8 µM; GDH-TPI coupled enzyme counterscreen, NADH absorbance; in the data active = inhibition above about 30%;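 note: 0% = DMSO wells and 100% = wells lacking the enzyme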
FBA Mtb inh = Mtb fructose-bisphosphate aldolase inhibition; hit rate 2.3% among 360,000; P9WQA3; purified M. tuberculosis FBA, fluorescence read-out; inhibition, % at 1 µM; in the data active = inhibition above about 27%;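 note: 0% = vehicle and 100% = reference inhibitor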
BioA inh = BioA (M. tuberculosis) enzyme inhibition; hit rate 0.096% among 360,000; purified M. tuberculosis BioA enzyme, plate reader; AID 602481; inhibition, % at 9.99 µM; in the data active = inhibition above about 40%; inconclusive = no clear call, values can overlap the other calls
Anthrax LF prot = inhibitors of Bacillus anthracis lethal factor protease; P15917; multiplex microsphere protease cleavage assay, LF; inhibition, % at 10 µM; hit rate 0.12% among 360,000; AID 588501; note: plate controls were buffer without enzyme for full effect and enzyme alone for no effect
Target sequence (P15917 whole entry, looked up): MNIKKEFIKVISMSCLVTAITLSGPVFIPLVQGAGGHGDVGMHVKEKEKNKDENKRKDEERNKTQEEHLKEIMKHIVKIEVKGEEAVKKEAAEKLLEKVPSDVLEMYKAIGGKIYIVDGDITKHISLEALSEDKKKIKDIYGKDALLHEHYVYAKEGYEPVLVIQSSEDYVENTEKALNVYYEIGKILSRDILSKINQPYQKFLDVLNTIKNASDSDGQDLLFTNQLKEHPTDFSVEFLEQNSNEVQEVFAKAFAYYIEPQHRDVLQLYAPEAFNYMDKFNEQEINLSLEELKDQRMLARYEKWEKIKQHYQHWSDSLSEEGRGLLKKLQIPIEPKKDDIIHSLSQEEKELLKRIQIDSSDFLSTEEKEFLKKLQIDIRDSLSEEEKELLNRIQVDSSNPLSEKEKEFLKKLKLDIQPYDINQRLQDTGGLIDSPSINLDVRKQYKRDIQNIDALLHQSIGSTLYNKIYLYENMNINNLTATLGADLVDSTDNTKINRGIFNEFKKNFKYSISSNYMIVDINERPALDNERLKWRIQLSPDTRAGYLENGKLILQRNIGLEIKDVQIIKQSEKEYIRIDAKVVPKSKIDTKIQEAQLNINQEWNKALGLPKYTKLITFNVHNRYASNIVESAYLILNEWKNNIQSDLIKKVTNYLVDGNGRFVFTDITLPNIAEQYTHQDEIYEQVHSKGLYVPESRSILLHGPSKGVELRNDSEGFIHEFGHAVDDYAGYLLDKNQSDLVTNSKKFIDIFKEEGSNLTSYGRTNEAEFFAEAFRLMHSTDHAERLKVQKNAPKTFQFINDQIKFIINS
BoNT A protease = inhibitors of Botulinum neurotoxin A light chain protease | inhibition, % at 10 µM | multiplex microsphere protease substrate cleavage, flow cytometry | hit rate 0.17% among 360,000; note: plate controls were buffer without enzyme for full effect and enzyme alone for no effect
Numbers without * were called inactive; ? = inconclusive; · = not tested or not shown. Cut-off read from the data, not from the text of the source, unless noted: active = inhibition above about 30%; inconclusive = no clear call, values can overlap the other calls; inactive = below that.

SMILES	PfHsp40 yeast	UGM FP inh	BoNT-F LC inh	FadD28 binding	GDH-TPI inh	FBA Mtb inh	BioA inh	Anthrax LF prot	BoNT A protease
Fc1ccc(-n2c(Cc3ccccc3)nnc2SCc2nc(-c3cccs3)no2)cc1	-0.1	1.8	-16.3	-1.9	-0.2	-2.3	2.6	-1.4	-0.6
Cc1ncc(CSCC(=O)Nc2cc(C(F)(F)F)ccc2Cl)c(CO)c1O	-1.1	2.4	-18.4	-2.2	7.3	7.0	-1.5	-4.1	1.0
Cc1ccc(Oc2cc(NN3CCCCC3)c([N+](=O)[O-])cc2[N+](=O)[O-])c([N+](=O)[O-])c1	-0.5	2.9	-4.1	-0.9	8.5	5.8	-0.2	-5.5	-0.2
O=C(c1ccco1)N1CCC(c2nc(-c3ccc(F)cc3)no2)CC1	-0.8	2.7	-3.2	-2.0	-6.5	2.1	3.5	-0.6	-0.5
C#CCOc1ccc(/C=C2/C(=O)ON=C2C)cc1Br	-0.6	0.4	-7.6	1.6	10.5	-1.0	0.9	11.6	-1.6
Cc1ccc(SCCC(=O)Nc2ccccc2C(=O)NC(C)C)cc1	0.7	-1.1	-7.2	-1.5	4.0	-1.1	·	-4.1	-0.7
COc1cc(C(=O)Nc2sc3c(c2C(=O)O)CCC3)cc(OC)c1OC	-0.5	-0.8	19.7	0.6	6.5	-1.5	0.3	11.2	-1.3
Cc1cc(N2C(=O)CCC2=O)ccc1NC(=O)c1cccs1	-2.0	-2.3	?	-3.9	-3.5	3.6	0.5	-0.6	0.1
O=[N+]([O-])c1ccc(N2CCN(S(=O)(=O)c3ccc(Cl)cc3)CC2)cc1NCC1CCCO1 (configuration not stated)	0.5	-1.1	-4.9	1.0	2.8	-0.8	0.4	-5.1	-2.1
Cc1ccc(S(=O)(=O)N2CCN(Cc3ccco3)CC2)c(C)c1	-0.9	0.9	12.3	-2.7	6.5	0.0	0.4	1.4	2.8
COc1ccc(-c2cc(-c3ccc(O)cc3)nc(N)c2C#N)cc1OC	-0.5	0.7	-2.5	-9.8	1.9	24.8	0.4	1.3	0.8
COc1ccc(NC(=O)CCNS(=O)(=O)c2cccc3nsnc23)c(OC)c1	-1.2	1.6	-4.3	0.2	16.4	0.3	2.1	-2.6	-0.5
O=C(NCCCO)/C(=C\c1ccco1)NC(=O)c1ccc(Br)o1	2.0	0.9	-9.5	0.0	6.8	-0.7	·	-1.1	-0.8
Cc1ccccc1Cn1c(C)nc2ccc([N+](=O)[O-])cc2c1=O	-0.9	2.8	?	-1.9	11.4	0.6	1.0	-2.1	-6.6
CCN(CC(=O)NC1CCS(=O)(=O)C1)S(=O)(=O)c1ccc(Br)cc1 (configuration not stated)	-0.1	-1.9	2.4	-0.7	7.0	4.1	0.2	-1.2	-0.3
CC(C(=O)O)c1ccc2c(c1)[nH]c1ccc(Cl)cc12 (configuration not stated)	4.4	4.7	-15.3	-1.8	-4.3	-0.7	-0.5	-5.4	-0.6
O=C(NC(Cc1ccccc1)C(=O)N1CCN(S(=O)(=O)c2ccccc2)CC1)c1ccccc1 (configuration not stated)	1.2	2.0	11.9	-1.6	9.1	3.1	0.0	-0.3	2.9
CCN(CC)C(=O)CSc1ncnc2c(-c3cccs3)nsc12	0.2	6.2	-4.9	-7.0	12.9	7.5	0.4	2.6	3.7
O=C(NC1CCSC1=O)c1ccc(Oc2ccc(F)cc2)nc1 (configuration not stated)	0.0	-1.4	0.9	-2.9	-2.5	3.0	14.5	1.9	0.3
CCOC(=O)c1cc(-c2ccc(N3CCOCC3)cc2)nn1-c1ccccc1	-0.1	0.9	-7.5	1.1	0.4	2.3	·	-0.9	-1.6

Overlap with the part before: 2 entries, then new ones.
SMILES	PfHsp40 yeast	UGM FP inh	BoNT-F LC inh	FadD28 binding	GDH-TPI inh	FBA Mtb inh	BioA inh	Anthrax LF prot	BoNT A protease
O=C(NC1CCSC1=O)c1ccc(Oc2ccc(F)cc2)nc1 (configuration not stated)	0.0	-1.4	0.9	-2.9	-2.5	3.0	14.5	1.9	0.3
CCOC(=O)c1cc(-c2ccc(N3CCOCC3)cc2)nn1-c1ccccc1	-0.1	0.9	-7.5	1.1	0.4	2.3	·	-0.9	-1.6
C/C(Cc1ccccc1)=N\NC(=O)c1ccc(F)cc1	0.2	-0.3	-0.1	-0.5	5.5	-4.6	·	-2.7	-0.6
O=C(Nc1ccc(Cl)cc1)c1csc([C@H]2C[C@H](O)[C@@H](CO)O2)n1	·	·	-0.1	-1.3	3.5	1.9	-0.1	0.8	0.8
CCOC(=O)N1CCN(CC(O)c2ccccc2)CC1 (configuration not stated)	-1.9	0.9	0.2	-0.9	2.3	-0.4	·	-4.0	-0.7
CCOC(=O)C1=C(COC(=O)c2ccccc2[N+](=O)[O-])NC(=O)NC1C (configuration not stated)	0.4	0.2	5.5	-0.1	2.9	-0.1	·	-1.3	0.2
Cc1c(C(=O)Nc2nccs2)oc2ccc(F)cc12	0.5	-0.8	·	-0.6	1.8	0.7	-0.1	·	·
O=C(CNC(=O)c1cccs1)Nc1ccncc1	0.0	-0.6	1.9	-1.3	-0.7	0.4	-0.4	-2.9	0.3
Clc1ccccc1OCCN1CCCCC1	0.0	-0.8	1.4	-0.9	6.9	-1.1	-0.9	0.1	0.8
CC(=O)c1ccc(OCC(=O)OCC(=O)c2ccc(S(=O)(=O)N3CCCCC3)cc2)cc1	·	·	-2.5	-4.9	-1.8	-1.1	-1.2	-3.3	0.0
O=C(NC(=S)Nc1ccc(N2CCOCC2)cc1)c1cccc([N+](=O)[O-])c1	-0.1	2.2	-3.5	-0.2	2.6	1.2	-2.6	-0.3	-0.1
O=C(NCCc1ccccc1)c1ccc(Cl)c(S(=O)(=O)N2CCCC2)c1	-0.9	-5.3	-1.0	-2.8	5.6	2.0	2.3	-1.8	-0.5
O=C(CNC(=O)c1ccc(Br)cc1)Nc1ccc2c(c1)CCC2	-1.2	-0.2	1.7	0.0	3.2	2.5	0.4	-0.9	-3.4
COc1ccc(C(=O)N2CCCC(C(=O)c3ccccc3OC)C2)cc1OC (configuration not stated)	1.1	5.2	10.0	-4.5	0.0	1.3	1.1	-1.4	-0.6
Cc1cc(C(=O)N/N=C/c2cccnc2)n[nH]1	0.2	2.9	-26.9	-3.9	-4.6	1.2	0.1	?	-7.2
Cc1occc1C(=O)NC1CCCCCC1	0.6	1.1	14.1	0.5	0.8	3.2	-2.9	2.5	1.1
Cc1ccc(S(=O)(=O)N2CCCC2)cc1C(=O)NCCN1CCOCC1	-1.8	-1.1	-1.6	1.0	5.2	-2.2	-1.6	3.4	0.6
CCNC(=O)C1(C)CCCN(CC(=O)c2ccccc2OC)C1 (configuration not stated)	·	·	2.6	-0.7	2.6	-2.1	-1.4	-6.9	-0.4
COc1cccc(CN2C(=O)NC3(CCCCCC3)C2=O)c1	-0.1	1.5	-14.8	-4.8	-1.5	-0.5	0.0	-7.7	-2.3
Cc1ccc(S(=O)(=O)N(C)CC(=O)N(CC(C)C)C2CCS(=O)(=O)C2)cc1 (configuration not stated)	0.2	-1.7	·	-2.5	-5.2	-0.2	1.0	·	·
CCN=C1SC(CC(=O)NCC)C(=O)N1CC (configuration not stated)	-1.5	-1.8	-6.5	-0.2	4.6	1.6	0.8	1.1	-0.1
CCCN(CC(=O)Nc1ccccc1C)C(=O)c1ccc2c(c1)OCO2	-0.7	-2.3	-2.6	-1.6	-3.0	-0.5	-1.4	-5.5	0.4

An excerpt from above in order of number of heavy atoms, descending.
SMILES	PfHsp40 yeast	UGM FP inh	BoNT-F LC inh	FadD28 binding	GDH-TPI inh	FBA Mtb inh	BioA inh	Anthrax LF prot	BoNT A protease
Cc1ccc(S(=O)(=O)N2CCCC2)cc1C(=O)NCCN1CCOCC1	-1.8	-1.1	-1.6	1.0	5.2	-2.2	-1.6	3.4	0.6
CCNC(=O)C1(C)CCCN(CC(=O)c2ccccc2OC)C1 (configuration not stated)	·	·	2.6	-0.7	2.6	-2.1	-1.4	-6.9	-0.4
C/C(Cc1ccccc1)=N\NC(=O)c1ccc(F)cc1	0.2	-0.3	-0.1	-0.5	5.5	-4.6	·	-2.7	-0.6
Cc1c(C(=O)Nc2nccs2)oc2ccc(F)cc12	0.5	-0.8	·	-0.6	1.8	0.7	-0.1	·	·
O=C(CNC(=O)c1cccs1)Nc1ccncc1	0.0	-0.6	1.9	-1.3	-0.7	0.4	-0.4	-2.9	0.3

The results go on:
SMILES	PfHsp40 yeast	UGM FP inh	BoNT-F LC inh	FadD28 binding	GDH-TPI inh	FBA Mtb inh	BioA inh	Anthrax LF prot	BoNT A protease
CCC(=O)c1cc(F)c(N2CCN(C(=O)c3ccco3)CC2)cc1C	0.8	0.6	-7.2	-2.9	8.1	1.2	5.6	-6.6	-0.5
C[n+]1cccc(C(=O)NNC(=O)C23CC4CC(CC(C4)C2)C3)c1	0.0	2.8	-3.6	-0.1	1.9	0.8	·	-1.4	-0.1
CN1CCC2(O)OCCCC2C1 (configuration not stated)	-2.0	-0.5	10.6	-1.7	1.0	4.8	-0.4	-4.8	0.2
Cn1cccc1Cc1nnc(SCC(=O)N2CCCCCC2)n1-c1ccc(F)cc1	-0.5	-1.0	-12.1	-3.4	-5.0	-0.9	0.8	-2.1	-0.6
O=C1c2ccccc2C(=O)N1CN(C(=O)COc1ccccc1)c1ccccc1	0.1	2.0	-1.1	-0.8	12.0	-1.0	1.4	-9.6	0.9
C[C@@H]1CN([C@H](C)CO)C(=O)c2c(c3ccccc3n2C)-c2ccccc2CO[C@H]1CN(C)Cc1cccc(C(=O)O)c1	·	·	-0.2	-2.8	-6.6	0.2	-0.2	-8.6	0.0
COCCNC(=O)C(c1ccc(OC)cc1)N(Cc1ccco1)C(=O)CCC(=O)Nc1ccccn1 (configuration not stated)	0.5	-1.2	-15.9	-3.8	-14.1	-1.0	-2.2	13.5	-4.2
Cc1noc(C)c1CSCC(=O)Nc1ccc(OC(F)F)c(Cl)c1	0.2	0.8	-2.7	-6.1	-2.8	-2.6	3.8	-2.5	-0.4
COc1ccccc1CC(=O)Nc1sc2c(c1C(N)=O)CCCC2	-0.9	-1.2	0.7	0.0	11.3	2.7	-2.0	-1.4	0.5
CN(CC(=O)Nc1ccccc1Cl)C(=O)c1ccc(N2CCCCCC2)c([N+](=O)[O-])c1	-0.2	-2.5	-3.0	0.3	14.7	0.0	0.1	0.2	3.5
CC(C)(C)C(=O)NC(=S)Nc1ccccc1C(=O)NC1CCCCC1	0.0	-0.8	-11.3	-0.8	-6.0	3.0	·	7.7	-0.3
COC(=O)c1cn(CCOc2ccccc2OC)c2ccccc12	2.8	3.0	6.7	-1.2	-3.8	-0.9	-1.7	4.8	-1.0
CCSc1nnc(NC(=O)C2Cc3ccccc3CN2S(=O)(=O)CC)s1 (configuration not stated)	1.7	0.8	-20.7	-2.7	2.2	2.5	·	-1.2	-1.5
CC(C)c1ccc(N2C=Nc3ccc(C(C)C)cc3C2)cc1	2.3	-5.1	-9.3	-2.4	0.0	1.2	-1.3	2.5	-0.7
